# Screening data deposited in PubChem by several laboratories.
# TRPC4 act: activators of mouse TRPC4 channel, primary screen, Fluo4 calcium, HEK293 TRPC4beta/mu-opioid cells | Short transient receptor potential channel 4 (Mus musculus), Q9QUQ5 | actives 0.49% (n = 310,000) | Fluo4 calcium fluorescence; hits give high values | B-score at 10 µM | AID 2237, 2010;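 active = B-score above 5 SD of library B-scores, and initial fluorescence ratio not above library mean plus 5 SD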;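 note: positive B-score marks a calcium rise read as TRPC4 activation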
#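 System – HEK293 cells stably co-expressing mouse TRPC4beta and mu-opioid receptor · Signal – Fluo4 calcium-sensitive dye fluorescence, kinetic, 1 Hz baseline · Benchmarks – buffer (low) and maximal DAMGO (high) · Read-out – B score of integrated fluorescence ratio per well · Incubation – dye loading 45 min room temperature, 110 s kinetic read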
# TRPC4 inh: inhibitors of mouse TRPC4 channel, primary screen, Fluo4 calcium, HEK293 TRPC4beta/mu-opioid cells | actives 0.39% (n = 300,000) | B-score at 10 µM | DAMGO-evoked Fluo4 calcium flux; hits give low values | Short transient receptor potential channel 4 (Mus musculus), Q9QUQ5;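 active = B-score over 3 SD under the library average, no early fluorescence shift, positive overall ratio signal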
#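 Signal: kinetic Fluo4 fluorescence imaging of calcium influx. Material: stable TRPC4beta/mu-opioid receptor HEK293 cells. Probe or stimulus: DAMGO in two steps, submaximal then maximal.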
# TRPC6 inhibitor: mouse TRPC6 channel inhibitors, primary screen, cell-based, HEK293, membrane potential dye; Short transient receptor potential channel 6 (Mus musculus), Q61143; ACh-evoked depolarization; hits give low values; B-score at 10 µM; actives 1.1% (n = 310,000);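 active = B-score under library mean minus 3 SD, initial fluorescence not abnormally high, positive integrated signal ratio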;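 note: B-score derived from integrated fluorescence ratio over the kinetic read; more negative B-score means stronger inhibition of depolarization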
# ANO1 block: TMEM16A chloride channel inhibitors, primary screen, cell-based, HTS; Anoctamin-1 (Mus musculus), Q8BHY3; HEK293 TMEM16A/YFP iodide influx fluorescence, ionomycin; normalized B-score (activity score, 25-100; higher = stronger inhibition) at 10 µM; actives 1.2% (n = 310,000); AID 588511, 2011;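 active = ratio plate-corrected score three or more library SD toward inhibition, starting fluorescence score within five deviations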;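 note: score derived from kinetic fluorescence span divided by baseline fluorescence per well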
# TRPC4 PAM: positive allosteric modulators of TRPC4, primary screen, cell-based, mouse TRPC4beta, HEK293 mu-opioid, Fluo-4 calcium; DAMGO EC20, Fluo-4 Ca2+ flux; hits give high values; B-score at 10 µM; actives 0.42% (n = 310,000); AID 2227, 2009;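 active = B-score of calcium response area above 5 SD of library B-scores, with initial fluorescence ratio within 5 SD of library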;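 note: B-score of integrated fluorescence ratio over time as area under calcium response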
# ANO1 activ: TMEM16A chloride channel activators or potentiators, primary screen, cell-based, HTS | Anoctamin-1 (Mus musculus), Q8BHY3 | HEK293 TMEM16A/YFP-H148Q/I152L, iodide quench fluorescence; hits give low values | B-score at 10 µM | actives 0.3% (n = 340,000) | AID 623877, 2012;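 active = fluorescence-ratio B-score plate-corrected deviation score at least 3 library SD below zero, with starting fluorescence score within 5 deviations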;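 note: channel opened by trigger with iodide after compound preincubation; score built on the fluorescence ratio of max minus min over baseline; more negative score means more quench and so TMEM16A activation or potentiation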
# TRPC6 activator: mouse TRPC6 channel activators, primary screen, cell-based, HEK293, membrane potential dye; Short transient receptor potential channel 6 (Mus musculus), Q61143; HEK293-TRPC6 membrane potential dye fluorescence; hits give high values; B-score at 10 µM; actives 0.13% (n = 310,000); AID 2550, 2010;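 active = B-score of the integrated fluorescence ratio above library mean plus 3 SD, and starting fluorescence ratio within library mean plus 5 SD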;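 note: higher score means more depolarization so channel activation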
# SKKanGAS inh: S. pyogenes SKKanGAS growth inhibitors in kanamycin, primary screen, streptokinase expression inhibitor project, SKKanGAS strain, BacTiter-Glo luminescence. 6 h. inhibition, % at 7.5 µM. AID 1662, 2009. actives 1.3% (n = 300,000);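 active = mean replicate score, as percent of positive control median, at least 50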;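 note: strain carries kanamycin resistance gene driven by streptokinase promoter and grows in 40 µg/ml kanamycin; loss of luminescence reflects streptokinase promoter inhibition or plain growth inhibition; 0% = median of DMSO wells and 100% = positive control at its reference dose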
# MrgX1 agonist: agonists of human MrgX1 receptor, primary screen, HEK293 cells, Fluo-4 calcium flux. B-score at 10 µM. Fluo-4 calcium fluorescence, agonist mode; hits give high values. actives 0.44% (n = 310,000). Mas-related G-protein coupled receptor member X1 (Homo sapiens), Q96LB2;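 active = calcium response B-score plate-corrected fluorescence ratio at least 3 library SD, with starting fluorescence B-score inside 5 SD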
# Target sequence (Q96LB2 whole entry, looked up): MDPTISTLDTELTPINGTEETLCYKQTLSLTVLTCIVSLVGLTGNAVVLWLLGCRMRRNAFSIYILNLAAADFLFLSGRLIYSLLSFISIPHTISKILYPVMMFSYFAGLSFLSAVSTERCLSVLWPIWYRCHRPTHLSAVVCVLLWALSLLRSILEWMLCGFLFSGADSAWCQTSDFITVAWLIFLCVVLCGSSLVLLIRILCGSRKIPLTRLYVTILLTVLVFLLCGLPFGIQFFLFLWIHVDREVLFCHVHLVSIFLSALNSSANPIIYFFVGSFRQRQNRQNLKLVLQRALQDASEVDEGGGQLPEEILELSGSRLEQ
#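 Material: MrgX1-expressing HEK293 cells; input: 15,000 cells per well; doses: test compound given as first of three sequential additions; schedule: overnight plating before 1 h dye loading; technique: Fluo-4 NW calcium-flux fluorescence, kinetic read; evaluation: baseline-normalised fluorescence change ratio, B-scored; control set: plate-wise positive and negative controls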
# MrgX1 antagonist: antagonists of human MrgX1 receptor, primary screen, HEK293 cells, Fluo-4 calcium flux; Mas-related G-protein coupled receptor member X1 (Homo sapiens), Q96LB2; BAM8-22 antagonism; hits give low values; B-score at 10 µM; actives 1.3% (n = 310,000);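 active = calcium-response B-score plate-corrected more than 3 library SD below zero, starting fluorescence within 5 deviations, no agonist response on first addition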;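 note: peak minus trough fluorescence over baseline after final BAM8-22 challenge near maximal dose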
# MrgX1 allo act: positive allosteric modulators of MrgX1, primary screen, HEK293 cells, Fluo-4 calcium flux | actives 0.63% (n = 310,000) | B-score at 10 µM | FDSS; hits give high values;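 active = plate-corrected calcium response at least 3 library SD above typical, normal starting fluorescence, not activating the receptor alone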;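 note: compound read alongside a low EC10 to EC30 dose of BAM8-22 agonist; peak minus trough fluorescence over baseline measured at the second addition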
# * hit, by the source's call; i = inactive; . = not tested or not shown.
canonical_smiles | ANO1 block | TRPC6 inhibitor | MrgX1 allo act | MrgX1 agonist | TRPC4 act | ANO1 activ | SKKanGAS inh | TRPC6 activator | TRPC4 inh | MrgX1 antagonist | TRPC4 PAM
COC(=O)c1ccc(NC(=O)Nc2ccc(OC)c(OC)c2)cc1 | i | i | i | i | i | i | -9 | i | i | i | i
COC(=O)[C@@H](NC(=O)Nc1ccc(S(N)(=O)=O)cc1)C(C)C | i | i | i | i | i | i | -2 | i | i | i | i
CCc1nnc(NC(=O)C2CCCN2C(=O)NC2CCCCC2)s1 (stereo not given) | i | i | i | i | i | i | 3 | i | i | i | i
COc1ccc(C)cc1NC(=O)CCN1CCN(c2ccccc2F)CC1 | i | i | i | i | i | i | 4 | i | i | i | i
O=C1Nc2cc(C(=O)N3CCN(c4ccc(F)cc4)CC3)ccc2NC1CSCc1cccc(F)c1 (stereo not given) | i | i | i | 29* | i | i | 11 | i | i | i | i
O=C1c2ccsc2SCCN1Cc1ccccc1 | i | i | i | i | i | i | 18 | i | i | i | i
COc1ccc(CNC(=O)CCNC(=O)N2CCn3c2nc2ccccc23)cc1 | i | i | i | i | i | i | 0 | i | i | i | i
O=C1/C(=C/c2ccccc2)SC(=S)N1CC(=O)N1CCCCC1c1cccnc1 (stereo not given) | i | i | i | i | i | i | 4 | i | i | i | i
CN(C)S(=O)(=O)c1ccc(NC(=O)C2COc3ccccc3O2)cc1 (stereo not given) | i | i | i | i | i | i | 1 | i | i | i | i
CN(CC(=O)Nc1ccc(OC(F)(F)F)cc1)C1CCCCC1 | i | i | i | i | i | i | -3 | i | i | i | i
CCN1CCN(C(=O)c2cc3c(=O)oc4ccc(C)cc4c3s2)CC1 | i | i | i | i | i | i | 2 | i | i | i | i
COCCNCc1nc2sc(C)c(-c3ccccc3)c2c(=O)[nH]1 | i | i | i | i | i | i | 6 | i | i | i | i
COc1ccc(-c2nnn(CC(=O)N(c3cccc(O)c3)C(C)C(=O)NC3CCCC3)n2)cc1OC (stereo not given) | i | i | i | i | i | i | 1 | i | i | i | i
O=C(NNC(=O)c1ccc(Cn2cccn2)o1)NC12CC3CC(CC(C3)C1)C2 | i | i | i | i | i | i | -2 | i | i | i | i
CCOC(=O)N1CCC(NC(=O)c2ccc3c(c2)N=C(C)c2ccccc2S3)CC1 | i | i | i | i | i | i | 10 | i | i | i | i
O=C(COc1ccc(Br)cc1CO)N1CCCc2ccccc21 | i | i | i | i | i | i | 0 | i | i | i | i
Cc1ccc(S(=O)(=O)N2CCN(C(=O)CSc3nncs3)CC2)cc1 | i | i | i | i | i | i | -5 | i | i | i | i
O=C(Cn1cc([N+](=O)[O-])cn1)NC1CCCCCC1 | i | i | i | i | i | i | 3 | i | i | i | i
COc1ccc(NS(=O)(=O)c2ccc(N3CCCC3=O)cc2)cn1 | i | i | i | i | i | i | -2 | i | i | i | i
CCCN1Cc2cccc(C(=O)NCc3ccc4c(c3)OCO4)c2C1=O | i | i | i | i | i | i | -5 | i | i | i | i
O=C(c1ccc([N+](=O)[O-])cc1)n1nc(-c2ccccc2)nc1NCc1ccccc1 | i | i | i | i | i | i | -1 | i | i | i | i
CN(C)CCN1C(=O)C(O)=C(C(=O)c2ccco2)C1c1ccccc1F (stereo not given) | i | i | i | i | i | i | 2 | i | i | i | i
CCOC(=O)c1[nH]c(C)c(C(=O)NCc2cccnc2)c1C | i | i | i | i | i | i | -6 | i | i | i | i
Cc1ccc(-c2csc3nc[nH]c(=O)c23)cc1 | i | i | i | i | i | i | 3 | i | i | i | i
Cn1nc(C(F)(F)F)c(-c2ccccc2)c1NC(=O)CCC(=O)O | i | i | i | i | i | i | -6 | i | i | i | i
CCOc1ccc(C2=NNC(c3cccnc3)=Nc3ccc(OC)cc32)cc1 | i | i | i | i | i | i | -5 | i | i | i | i
CCC(C(=O)O/N=C(\N)c1ccc(Cl)cc1)c1ccccc1 (stereo not given) | i | i | i | i | i | i | 0 | i | i | i | i
COc1ccccc1OCCCC(=O)NC(C)c1ccccc1 (stereo not given) | i | i | i | i | i | i | 18 | i | i | i | i
Cn1c(=O)n(CCCOc2ccc(Br)cc2)c2ccccc21 | i | i | i | i | i | i | 3 | i | i | i | i
O=c1[nH]c2cc3c(cc2cc1CN(CC1CCCO1)S(=O)(=O)c1ccccc1)OCCO3 (stereo not given) | i | i | i | i | i | i | 2 | i | i | i | i
O=C(NN1C(=O)c2ccccc2C1=O)c1ccncc1 | i | i | i | i | i | i | -1 | i | i | i | i
N=c1n(CCN2CCOCC2)c2ccccc2n1Cc1ccccc1Br | i | i | i | i | i | i | 0 | i | i | i | i
COCCn1cnc2c1c(=O)n(CC(=O)c1ccc3c(c1)OCCO3)c(=O)n2Cc1ccccc1 | i | i | i | i | i | i | 2 | i | i | i | i
COc1ccc2nc3sc(C(=O)NCc4cccs4)c(N)c3cc2c1 | i | i | i | i | i | . | -5 | i | i | i | i
COc1cccc(CNC(=O)c2nnn(CC(=O)Nc3cc(C)ccc3C)c2N)c1 | i | i | i | i | i | i | 11 | i | i | i | i
C/C(CC(=O)Nc1cc(Cl)ccc1Cl)=N\NC(N)=S | i | i | i | i | i | i | -5 | i | i | i | i
c1ccc(C2(CN3CCNC[C@H]3Cc3cccc4ccccc34)CC2)cc1 | i | i | i | i | 84* | i | 9 | i | i | i | i
CCCCc1nc(C(N)=O)c2[nH]c(=O)n(-c3ccc(OC)cc3OC)c2n1 | i | i | i | i | i | i | -4 | i | i | i | i
COc1cc(/C=N/NC(=O)c2ccncc2)c([N+](=O)[O-])cc1OC | i | i | i | i | i | i | 11 | i | i | i | i
COc1cc(/C=N/n2cnnc2)ccc1OC(=O)c1ccco1 | i | i | i | i | i | i | 1 | i | i | i | i
Cc1sc2nc(CSc3nc4ccccc4s3)[nH]c(=O)c2c1C | i | i | i | i | i | . | 4 | i | i | i | i
Oc1c(C=Nc2ccc(Cl)cn2)sc2ccccc12 | i | i | i | i | i | i | 0 | i | i | i | i
O=C(COC(=O)c1ccc(Cl)nc1)NCc1cccs1 | i | i | i | i | i | i | 5 | i | i | i | i
O=S(=O)(O)c1cc(O)c2c(O)c(N=Nc3cc(Cl)ccc3O)c(S(=O)(=O)O)cc2c1 | i | i | i | i | i | i | 34 | i | i | i | i
COc1ccc(S(=O)(=O)Nc2ccc3c(c2)N(C(C)=O)CCC3)cc1 | i | i | i | i | i | i | -14 | i | i | i | i
CCc1nc(SCC(=O)c2cc(C)ccc2C)n[nH]1 | i | i | i | i | i | i | -6 | i | i | i | i
COCCN1C2=C(C(=O)CC(C)(C)C2)C(c2ccc(O)c(OC)c2)C2=C1CC(C)(C)CC2=O | i | i | i | i | i | i | 0 | i | i | i | i
OC(COC(c1ccc(Cl)cc1)c1ccc(Cl)cc1)CN1CCc2ccccc2C1 (stereo not given) | i | i | i | i | i | i | 17 | i | i | i | i
COc1cccc(OCc2cc(C(=O)NC(C)c3cnn(C)c3C)no2)c1 (stereo not given) | i | i | i | i | i | i | -5 | i | i | i | i
c1ccc(-c2noc(CN3CCOCC3)n2)cc1 | i | i | i | i | i | i | -15 | i | i | i | i

# The results go on:
canonical_smiles | ANO1 block | TRPC6 inhibitor | MrgX1 allo act | MrgX1 agonist | TRPC4 act | ANO1 activ | SKKanGAS inh | TRPC6 activator | TRPC4 inh | MrgX1 antagonist | TRPC4 PAM
O=S(=O)(NCCN1CCCC1)c1ccc(Br)cc1 | i | i | i | i | i | i | 1 | i | i | i | i
Cc1ccc2[nH]c3c(c2c1)CCCC3NC(=O)CCl (stereo not given) | i | i | i | i | i | i | 8 | i | i | i | i
COc1ccc(N(C(C)C(=O)N/N=C/c2ccc(OC)c(OC)c2)S(C)(=O)=O)cc1 (stereo not given) | i | i | i | i | i | i | -6 | i | i | i | i
O=C(Cn1cnc2ccccc2c1=O)NCC1COc2ccccc2O1 (stereo not given) | i | . | i | i | . | i | . | . | . | i | .
O=C(Nc1ccc(N2CCOCC2)cc1)C1CCCCC1 | i | i | i | i | i | i | -3 | i | i | i | i
CCn1c(N)c(C(=O)NCCCOC)sc1=S | i | i | i | i | i | i | -7 | i | i | i | i
CCOCCCNS(=O)(=O)c1ccc(NC(=O)C2CC(=O)N(c3ccc(C)cc3)C2)cc1 (stereo not given) | i | i | i | i | i | i | 4 | i | i | i | i
COc1cc(NC(=S)NCCC(c2ccccc2)c2ccccc2)cc(OC)c1 | i | i | i | i | i | i | 23 | i | i | i | i
CSc1c(-c2ccccn2)c(N)nn1C(=O)C1CCC1 | i | i | i | i | i | i | 2 | i | i | i | i
O=C(O)c1cc2nc(-c3ccccc3)cc(C(F)(F)F)n2n1 | i | i | i | i | i | i | -4 | i | i | i | i
CC(=O)Nc1ccc(C(=O)/C=C/c2ccco2)cc1 | i | i | i | i | i | i | 5 | i | i | i | i
O=C1CCc2cc(S(=O)(=O)NC(Cc3ccccc3)C(=O)NC3CCCCC3)ccc2N1 (stereo not given) | i | i | i | i | i | i | 0 | i | i | i | i
CC(C)(C)c1ccc(/C=N/N2CCN(c3ccccn3)CC2)cc1 | i | i | i | i | i | i | 0 | i | i | i | i
